Source: PubChem
GlmU inhibition = inhibition of mycobacterial GlmU enzyme – biochemical, glucosamine-1-phosphate acetyltransferase (AID 1376). Bifunctional protein GlmU (Mycobacterium tuberculosis (strain ATCC 25618 / H37Rv)). M. tuberculosis GlmU acetyltransferase enzyme assay; higher % means a stronger effect. inhibition, %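 (tested at 30 µM in the primary screen)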; hits with a dose series show IC50 in µM. actives 0.25% (n = 220,000); in the data active = inhibition above about 13%;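 also: 0% = complete reaction with vehicle and 100% = reaction without substrate; strong numbers were not always called active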
Mtb RmlCD inh = M. tuberculosis RmlC/RmlD coupled enzyme inhibitors, primary screen, biochemical, compound mixtures, 384-well, from 1536-well plates. actives 0.03% (n = 160,000). dTDP-4-dehydrorhamnose reductase (Mycobacterium tuberculosis (strain ATCC 25618 / H37Rv)) …. inhibition, % at 3.6 µM. RmlC+RmlD coupled enzyme assay, percent inhibition; primary screen in compound mixtures; in the data active = inhibition mostly above about 34%, no sharp cut-off; also: some results filed as inactive read as strong as hits
Target sequence (P9WH09 whole entry, looked up): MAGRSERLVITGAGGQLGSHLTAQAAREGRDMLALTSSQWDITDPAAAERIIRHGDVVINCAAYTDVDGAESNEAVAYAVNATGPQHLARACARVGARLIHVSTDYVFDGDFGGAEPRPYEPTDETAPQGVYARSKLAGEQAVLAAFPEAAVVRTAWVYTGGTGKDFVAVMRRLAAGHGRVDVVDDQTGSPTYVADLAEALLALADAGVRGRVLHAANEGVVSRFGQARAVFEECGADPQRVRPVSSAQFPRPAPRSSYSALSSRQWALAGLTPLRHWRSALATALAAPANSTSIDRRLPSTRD
Target sequence (P9WH11 whole entry, looked up): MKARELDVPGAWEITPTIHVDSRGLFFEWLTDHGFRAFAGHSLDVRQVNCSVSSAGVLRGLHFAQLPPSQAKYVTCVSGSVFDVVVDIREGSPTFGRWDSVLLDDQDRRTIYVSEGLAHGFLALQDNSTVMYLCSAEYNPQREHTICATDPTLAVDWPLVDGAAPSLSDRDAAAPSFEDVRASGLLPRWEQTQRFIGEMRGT
* marks the source's active call; other numbers are inactive results; . = no result given. These rows are one share of the data (hit frequency here may not be typical).

SMILES	GlmU inhibition	Mtb RmlCD inh
O=C(CC1SCCNC1=O)Nc1ccc(F)c(Cl)c1 (stereo unspecified)	0.5%	-3
O=S(=O)(Nc1ccc(N2CCOCC2)cc1)c1ccc(F)cc1F	1.0%	5
CC1(C)C(c2ccccc2)=NC(c2cccnc2)N1O (stereo unspecified)	-0.1%	-24
Cc1ccc(NC2c3ncccc3C(=O)N2C2CCCCC2)cc1 (stereo unspecified)	1.4%	-6
CC1(C)CC(=O)C2=C(C1)OC(/N=C/N1CCOCC1)=C(C#N)C2c1ccccc1 (stereo unspecified)	2.5%	.
COc1ccc(Nc2cc(Cl)nc(N)n2)cc1OC	-1.4%	6
CCOC(=O)Cc1csc(NC(NC(=O)OCC)(C(F)(F)F)C(F)(F)F)n1	2.7%	.
COC(=O)c1cccc(OC(N)=O)c1	5.4%	1
COc1ccc(C)cc1S(=O)(=O)N(CC(=O)Nc1cc([N+](=O)[O-])ccc1C)c1ccc(C)c(C)c1	5.7%	8
CCC1CCCCN1C(=O)CCn1ccnc1 (stereo unspecified)	9.0%	7
CC1CCCCN1C(=O)CSc1nc2cc3c(cc2c(=O)n1Cc1ccc2c(c1)OCO2)OCO3 (stereo unspecified)	0.7%	-11
O=C(C1CCC1)N1CCc2cc(S(=O)(=O)NCc3ccco3)ccc21	1.3%	.
O=C(CCc1ccccc1)Nc1cccc(NC(=O)CCc2ccccc2)c1	1.1%	12
CC1CCN(S(=O)(=O)c2ccc(NC(=O)Cc3ccccc3)cc2)CC1	0.0%	20
COc1ccc(CCNC(=O)Cn2cnc3c2c(=O)n(C)c(=O)n3C)cc1OC	9.9%	19
CCCNC(=O)N1CCCC(C(=O)c2cccc(Cl)c2)C1 (stereo unspecified)	-4.8%	-11
c1cnc2nc(CSc3ncn[nH]3)cn2c1	6.5%	15
O=C(COc1ncnc2scc(-c3ccccc3)c12)NC1CCCc2ccccc21 (stereo unspecified)	-2.5%	7
Cc1nnc(SCC(=O)NC(=O)NCc2ccco2)s1	-0.6%	8
CCC(=O)Nc1ccc(N2CCN(Cc3ccccc3F)CC2)cc1	5.5%	.
CN1C(=O)c2ccc(C(=O)NC3CCCCC3)cc2C1=O	2.7%	.
CNc1nc(-c2c[nH]c3ccccc23)cs1	-4.2%	0
C=CCn1c(N)cc(=O)nc1SC(C)C(=O)Nc1cccc2ccccc12 (stereo unspecified)	-2.7%	.
Cc1ccc(OCCOCCNC(C)(C)C)c([N+](=O)[O-])c1	3.5%	63
COc1ccc(C(C)=O)cc1CSC(=N)N	-4.1%	.
Next section:
SMILES	GlmU inhibition	Mtb RmlCD inh
O=C(CN1C(=O)NC2(CCCC2)C1=O)Nc1ccc(S(=O)(=O)N2CCOCC2)cc1	-7.7%	8
Cn1c(=O)cc2c3c(c(N4CCCCC4)ccc31)C(=O)c1ccccc1-2	1.5%	-11
CS(=O)(=O)N1CCC(C(=O)Nc2cccc(C(F)(F)F)c2)CC1	-2.1%	10
COc1ccc(C(C)=O)cc1COc1cc(C)c(Cl)c(C)c1	-1.0%	-10
O=C(O)CCC(=O)NCCn1c(-c2ccccc2)csc1=Nc1ccccc1	-0.6%	.
CCCn1c(SCC(N)=O)nnc1-c1ccco1	-2.8%	-8
COc1ccc(S(=O)(=O)NCC2CCC(C(=O)N3CCC4(CC3)OCCO4)CC2)cc1 (stereo unspecified)	-4.3%	.
N#Cc1ccc(OCCOCCNC2CCCC2)cc1	-8.4%	.
COC(=O)c1cc(NC(=O)Nc2cccc(Cl)c2)ccc1Cl	0.5%	-8
CCCCN1C(C)=CC(=C2C(=O)c3ccccc3C2=O)C=C1C	6.5%	5
CCOC(=O)N1CCc2c(sc(NC(=O)Cc3ccccc3)c2C(=O)c2ccc(OC)cc2)C1	-3.0%	5
COc1cc2c(cc1OC)C1(CCCC1)C(N)=C2C#N	2.0%	-10
CCCCCn1c(SCCC(C)C)nc2c1c(=O)[nH]c(=O)n2C	2.6%	.
Clc1ccc(-n2ncc3c(NCc4cccs4)ncnc32)cc1	4.3%	5
CCOC1Cc2ccccc2N(C(N)=O)c2ccccc21 (stereo unspecified)	0.2%	11
Cc1cc(C(=O)NC2CCCC2)on1	-0.3%	-12
CCOc1ccc(-c2onc(C(F)(F)F)c2-c2cscn2)c(O)c1	5.9%	.
O=C(CSc1nnnn1C1CCCCC1)NCc1ccc2c(c1)OCO2	6.5%	15
COc1ccc(S(=O)(=O)n2nc(OC(=O)c3cccs3)cc2NC(=O)c2cccs2)cc1	-0.5%	.
CC1CC(C)(C)NC(=S)S1 (stereo unspecified)	-0.8%	13
COC(=S)Nc1cccc(C(F)(F)F)c1	3.4%	-15
Cc1ccc(S(=O)(=O)ON=C2CCN(S(=O)(=O)c3ccccc3)CC2)cc1	-5.7%	-2
O=C(N/N=C/c1cccn1-c1cccc(C(=O)O)c1)Nc1ccccc1	7.1%	28
CN1CCN(Cc2c(O)ccc3c2oc(=O)c2ccccc23)CC1	2.9%	-6
CCOc1cc2[nH]c(=O)n(Cc3ccccc3)c(=O)c2cc1OCC	1.4%	1

18 compounds already listed, sorted by number of heavy atoms, highest first:
SMILES	GlmU inhibition	Mtb RmlCD inh
CCOC(=O)N1CCc2c(sc(NC(=O)Cc3ccccc3)c2C(=O)c2ccc(OC)cc2)C1	-3.0%	5
COc1ccc(S(=O)(=O)n2nc(OC(=O)c3cccs3)cc2NC(=O)c2cccs2)cc1	-0.5%	.
COc1ccc(S(=O)(=O)NCC2CCC(C(=O)N3CCC4(CC3)OCCO4)CC2)cc1 (stereo unspecified)	-4.3%	.
O=C(CN1C(=O)NC2(CCCC2)C1=O)Nc1ccc(S(=O)(=O)N2CCOCC2)cc1	-7.7%	8
O=C(O)CCC(=O)NCCn1c(-c2ccccc2)csc1=Nc1ccccc1	-0.6%	.
Cc1ccc(S(=O)(=O)ON=C2CCN(S(=O)(=O)c3ccccc3)CC2)cc1	-5.7%	-2
O=C(N/N=C/c1cccn1-c1cccc(C(=O)O)c1)Nc1ccccc1	7.1%	28
CCOc1cc2[nH]c(=O)n(Cc3ccccc3)c(=O)c2cc1OCC	1.4%	1
CCOc1ccc(-c2onc(C(F)(F)F)c2-c2cscn2)c(O)c1	5.9%	.
CCCCCn1c(SCCC(C)C)nc2c1c(=O)[nH]c(=O)n2C	2.6%	.
COc1ccc(C(C)=O)cc1COc1cc(C)c(Cl)c(C)c1	-1.0%	-10
CCOC1Cc2ccccc2N(C(N)=O)c2ccccc21 (stereo unspecified)	0.2%	11
N#Cc1ccc(OCCOCCNC2CCCC2)cc1	-8.4%	.
CCCn1c(SCC(N)=O)nnc1-c1ccco1	-2.8%	-8
COc1ccc(C(C)=O)cc1CSC(=N)N	-4.1%	.
COC(=S)Nc1cccc(C(F)(F)F)c1	3.4%	-15
Cc1cc(C(=O)NC2CCCC2)on1	-0.3%	-12
CC1CC(C)(C)NC(=S)S1 (stereo unspecified)	-0.8%	13

The list continues:
SMILES	GlmU inhibition	Mtb RmlCD inh
CCOc1cc(N2CCOCC2)c(OCC)cc1NC(=O)CN1C(=O)C2C3C=CC(C3)C2C1=O (stereo unspecified)	-0.4%	.
Cc1cc(C)c(S(=O)(=O)N(C)CC(=O)NCc2ccncc2)c(C)c1	2.6%	10
O=C(O)/C=C\C(=O)NCc1ccccc1	-3.3%	.
COc1ccc(CCNC(=O)C2CCCN(c3ncccn3)C2)cc1 (stereo unspecified)	-1.3%	-11
CCOC(=O)/C(=C/c1c[nH]c2ccccc12)NC(C)=O	-2.7%	-5
O=C(CCCn1c(=O)c2sccc2n(Cc2cc(=O)n3ccccc3n2)c1=O)NCc1ccco1	1.5%	1
COc1cc(/C=C/CN2CCN(CCC(C)C)C(CCO)C2)ccc1O (stereo unspecified)	0.4%	.
C#CCn1c(=NC(=O)c2ccc(Br)s2)sc2cccc(OC)c21	1.8%	-5
CC(CO)Nc1nc(SCc2ccccc2)nc2sc3c(c12)CCC3 (stereo unspecified)	-17%	.
CCOC(=O)c1ccc2c(c1)n(CCO)c(C)[n+]2CC	-0.7%	.
CCN(CC)CCNC(=O)Cc1nn(CC)c(=O)c2ccccc12	-1.1%	.
CCOC(=O)c1sc(=S)n(C)c1NC(=O)c1ccc(F)cc1	6.1%	.
CCCCOc1ccc(OCCNS(=O)(=O)N(C)C)cc1	1.2%	9
Cc1cccc(C)c1N(CC(=O)Nc1cc(Cl)ccc1Oc1ccccc1)S(C)(=O)=O	3.4%	13
N#CCCN(C(=O)COC(=O)COc1ccc(Cl)cc1)c1ccccc1	1.9%	0
CCOC(=O)C1CCN(Cc2nc3ccccc3c(=O)n2-c2ccc(OCC)cc2)CC1	3.7%	.
Cn1nc(-c2ccc(OCC(=O)Nc3cccnc3)cc2)c2ccccc2c1=O	-5.4%	8
Cc1ccc(C(=O)CSc2nnc(-c3ccco3)n2CC2CCCO2)cc1 (stereo unspecified)	-2.9%	28
CCn1c2ccccc2c(=O)c2ccccc21	4.1%	10
CC(C)[C@H](NC(=O)c1ccco1)C(=O)OCC(=O)NC12CC3CC(CC(C3)C1)C2	-2.9%	12

Reprinted at random: three records from the list, in no set order.
SMILES	GlmU inhibition	Mtb RmlCD inh
N#CCCN(C(=O)COC(=O)COc1ccc(Cl)cc1)c1ccccc1	1.9%	0
CCOC(=O)c1ccc2c(c1)n(CCO)c(C)[n+]2CC	-0.7%	.
CC(C)[C@H](NC(=O)c1ccco1)C(=O)OCC(=O)NC12CC3CC(CC(C3)C1)C2	-2.9%	12
